IDH1 R132H inh: inhibitors of human IDH1 R132H; O75874; IDH1 R132H reductase, diaphorase/resazurin fluorescence, 60 min; inhibition, % at 10 µM; actives 0.18% (n = 70,000); AID 624101; in the data active means inhibition above about 34%;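 further: 0% = DMSO and 100% = no enzyme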
PRC2 inh: EZH2 (human) methyltransferase inhibition; actives 0.35% (n = 57,000); Q15910; PRC2 H3K27 methylation, DELFIA TRF, 1 h; inhibition, % at 12.5 µM;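 active means mean inhibition of replicates at least 50% and every single replicate also reaching 50%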;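 further: dimethyl H3K27 on biotinylated H3 21-44 peptide detected by antibody; plate controls were median neutral control wells for no effect and median positive control wells for full effect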
Target sequence (Q15910 whole entry, looked up): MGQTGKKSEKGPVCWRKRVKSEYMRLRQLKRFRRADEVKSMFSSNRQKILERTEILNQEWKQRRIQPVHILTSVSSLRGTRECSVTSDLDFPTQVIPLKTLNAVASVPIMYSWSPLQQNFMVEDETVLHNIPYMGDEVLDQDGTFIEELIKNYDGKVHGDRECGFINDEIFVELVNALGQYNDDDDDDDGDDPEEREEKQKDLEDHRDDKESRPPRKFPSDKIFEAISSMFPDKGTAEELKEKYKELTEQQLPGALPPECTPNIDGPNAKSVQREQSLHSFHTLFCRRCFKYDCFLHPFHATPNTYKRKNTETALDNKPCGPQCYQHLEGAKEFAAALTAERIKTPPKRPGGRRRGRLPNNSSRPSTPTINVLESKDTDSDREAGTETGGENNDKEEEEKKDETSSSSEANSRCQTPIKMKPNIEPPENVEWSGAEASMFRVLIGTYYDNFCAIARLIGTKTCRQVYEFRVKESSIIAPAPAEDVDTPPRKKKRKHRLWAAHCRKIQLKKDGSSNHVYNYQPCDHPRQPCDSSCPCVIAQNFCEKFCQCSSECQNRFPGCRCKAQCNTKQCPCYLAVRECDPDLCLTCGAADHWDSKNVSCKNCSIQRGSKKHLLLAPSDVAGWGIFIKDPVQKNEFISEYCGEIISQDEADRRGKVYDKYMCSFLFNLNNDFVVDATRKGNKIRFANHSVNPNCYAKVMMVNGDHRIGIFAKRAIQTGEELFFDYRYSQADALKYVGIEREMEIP
* hit, by the source's call; nt = no result given; & = joins results of further samples.

Values in the order – IDH1 R132H inh | PRC2 inh
C[C@@H]1CCCCO[C@@H](CN(C)C(=O)CCCN(C)C)[C@H](C)CN([C@@H](C)CO)C(=O)c2cc(NC(=O)C3CCCCC3)ccc2O1
→ -0.3 | nt
O=C(Nc1ccc(F)cc1)N[C@H]1CC[C@@H](CCn2cc(-c3ccccc3F)nn2)O[C@@H]1CO
→ 0.0 | -7.4
C[C@@H]1CN([C@@H](C)CO)C(=O)c2cc(N(C)C)ccc2O[C@@H]1CN(C)C(=O)Nc1ccc(C(F)(F)F)cc1
→ 0.3 | -8.4
C[C@@H]1CN([C@H](C)CO)C(=O)c2cc(C#CC3CCCCC3)cnc2O[C@@H]1CN(C)S(=O)(=O)c1cccc(F)c1
→ 0.0 | -9.8
C[C@H](CO)N1C[C@H](C)[C@H](CN(C)Cc2ccc(C(F)(F)F)cc2)Oc2ccc(NC(=O)Cc3cn(C)c4ccccc34)cc2C1=O
→ -1.7 | nt
COc1ccc(Cl)cc1N=C1NC(=O)CC(C(=O)Nc2ccccc2)S1 (centres undefined)
→ 0.4 | 23.5
CNC[C@@H]1OCCCC[C@@H](C)Oc2ccc(NC(=O)CCCN(C)C)cc2C(=O)N([C@H](C)CO)C[C@@H]1C
→ nt | -9.0
Cc1noc(C)c1S(=O)(=O)Nc1cccc2c1O[C@H](CN(C)CC1CCCCC1)[C@H](C)CN([C@@H](C)CO)C2=O
→ 1.2 | -3.6
C[C@H](CO)N1C[C@H](C)[C@H](CN(C)C(=O)Nc2cccc3ccccc23)Oc2ccc(NC(=O)Nc3ccc(F)cc3)cc2C1=O
→ 1.3 | nt
CCCC#Cc1ccc2c(c1)O[C@H](CN(C)C(=O)c1ccccn1)[C@@H](C)CN([C@H](C)CO)S2(=O)=O
→ 0.0 | 12.2
C[C@@H]1CN([C@H](C)CO)C(=O)c2cc(NS(=O)(=O)c3ccccc3)ccc2O[C@@H](C)CCCCO[C@H]1CN(C)S(=O)(=O)c1ccc(Cl)cc1
→ -1.3 | nt
Cc1ccc(SCCCCSc2nc(C)cc(=O)[nH]2)cc1
→ 0.9 | 39.0
CCCN(C)C[C@@H]1OCCCC[C@@H](C)Oc2ccc(NS(=O)(=O)c3ccc(C)cc3)cc2C(=O)N([C@@H](C)CO)C[C@@H]1C
→ 0.8 | -37.7
C[C@H]1CN([C@@H](C)CO)S(=O)(=O)c2ccc(Br)cc2O[C@@H]1CN(C)C(=O)c1cccnc1
→ nt | -2.0
COc1ccc(S(=O)(=O)Nc2ccc3c(c2)CC(=O)N([C@H](C)CO)C[C@@H](C)[C@H](CN(C)Cc2ccc(Oc4ccccc4)cc2)O3)cc1
→ -0.6 | nt
Cc1ccc(S(=O)(=O)N(C)C[C@@H]2Oc3ccc(NC(=O)Nc4cccc5ccccc45)cc3CC(=O)N([C@H](C)CO)C[C@@H]2C)cc1
→ 1.0 | nt
C[C@@H]1CN([C@@H](C)CO)C(=O)c2cc(C3=CCCC3)cnc2O[C@H]1CN(C)C(=O)c1ccc(F)cc1
→ -0.2 | 5.6
CN(C)CC(=O)N[C@@H]1CC[C@H](CCNC(=O)C2CCCCC2)O[C@@H]1CO
→ -0.1 | 1.6
COc1cccc(S(=O)(=O)Nc2ccc3c(c2)[C@H]2C[C@@H](CC(=O)N4CCCCC4)O[C@H](CO)[C@H]2O3)c1
→ -0.3 | 1.6
COc1ccccc1S(=O)(=O)N(C)C[C@@H]1Oc2cc(C#CCC(C)C)ccc2S(=O)(=O)N([C@@H](C)CO)C[C@@H]1C
→ 0.7 | nt

2 entries from above, with tabs.
molecule	IDH1 R132H inh	PRC2 inh
C[C@H]1CN([C@@H](C)CO)S(=O)(=O)c2ccc(Br)cc2O[C@@H]1CN(C)C(=O)c1cccnc1	nt	-2.0
COc1ccc(S(=O)(=O)Nc2ccc3c(c2)CC(=O)N([C@H](C)CO)C[C@@H](C)[C@H](CN(C)Cc2ccc(Oc4ccccc4)cc2)O3)cc1	-0.6	nt

Additional entries
Values in the order – IDH1 R132H inh | PRC2 inh
COc1ccccc1C1CCN(S(=O)(=O)c2ccc(-c3csc(C)n3)s2)CC1
→ 4.8 | 27.0
O=C(Cn1c(=O)n(-c2cccc(C(F)(F)F)c2)c(=O)c2sccc21)N1CCCc2ccccc21
→ -0.8 | -1.5
O=C(NCc1ccco1)C1CC(c2cccc(Br)c2)=NO1 (centres undefined)
→ -0.2 | 2.2
COc1ccc(NC(=O)Nc2ccc3c(c2)[C@@H]2C[C@H](CC(=O)NCc4ccccc4F)O[C@@H](CO)[C@@H]2O3)cc1
→ 1.4 | 2.2
C[C@@H]1CN([C@@H](C)CO)C(=O)Cc2cc(NC(=O)Nc3ccc4c(c3)OCO4)ccc2O[C@H]1CN(C)C
→ 0.3 | -9.6
COCC(=O)Nc1ccc2c(c1)[C@H]1C[C@@H](CC(=O)NCCN3CCCCC3)O[C@H](CO)[C@H]1O2
→ -0.1 | 3.8
C[C@H]1CCCCO[C@H](CN(C)C)[C@@H](C)CN([C@@H](C)CO)C(=O)c2cc(NS(C)(=O)=O)ccc2O1
→ 1.6 | 6.7
COCCNC(=O)C[C@@H]1C[C@H]2c3cc(NC(=O)Nc4ccc(F)cc4)ccc3O[C@H]2[C@@H](CO)O1
→ 0.0 | 9.3
O=C1c2c(O)cc(O)cc2O[C@@H](c2ccc(O)cc2)[C@@H]1O
→ -0.2 | nt
O=S(=O)(NCC[C@@H]1CC[C@@H](NS(=O)(=O)c2cccc(Cl)c2)[C@H](CO)O1)c1cccc(F)c1
→ 0.0 | -2.7

Three structures already listed, ordered by SMILES length, low to high.
Values in the order – IDH1 R132H inh | PRC2 inh
O=C1c2c(O)cc(O)cc2O[C@@H](c2ccc(O)cc2)[C@@H]1O
→ -0.2 | nt
O=C(Cn1c(=O)n(-c2cccc(C(F)(F)F)c2)c(=O)c2sccc21)N1CCCc2ccccc21
→ -0.8 | -1.5
COCCNC(=O)C[C@@H]1C[C@H]2c3cc(NC(=O)Nc4ccc(F)cc4)ccc3O[C@H]2[C@@H](CO)O1
→ 0.0 | 9.3

(next part)
Values in the order – IDH1 R132H inh | PRC2 inh
Cc1ccccc1Cn1cc(NC(=O)c2nc3ncccn3n2)cn1
→ -0.1 | -14.3
COc1ccc(CNC(=O)C[C@H]2CC[C@@H](NC(=O)Nc3ccc4c(c3)OCO4)[C@H](CO)O2)cc1
→ 0.0 | 2.5
C[C@H](CO)N1C[C@H](C)[C@H](CN(C)Cc2ccc(C(=O)Nc3ccccc3N)cc2)Oc2ccc(NS(C)(=O)=O)cc2CC1=O
→ nt | -25.6
COc1ccc(S(=O)(=O)Nc2ccc3c(c2)C(=O)N([C@@H](C)CO)C[C@@H](C)[C@@H](CN(C)S(=O)(=O)c2cn(C)cn2)OCCCC[C@@H](C)O3)cc1
→ -4.0 | nt
COc1ccc(CN(C)C[C@H]2Oc3c(NC(=O)Nc4ccc5c(c4)OCO5)cccc3C(=O)N([C@@H](C)CO)C[C@H]2C)cc1
→ nt | -9.6
C[C@@H]1CCCCO[C@@H](CN(C)Cc2ccc3c(c2)OCO3)[C@@H](C)CN([C@H](C)CO)C(=O)c2cc(NC(=O)NC3CCCCC3)ccc2O1
→ 3.9 | nt
CCOC(=O)c1c(NC(=O)Cn2ccc([N+](=O)[O-])n2)sc(C)c1C
→ 0.0 | 5.0
O=C(N[C@H]1CC[C@H](CC(=O)N2CCCCC2)O[C@@H]1CO)c1ccccn1
→ 0.2 | -4.5
C[C@H](CO)N1C[C@H](C)[C@H](CN(C)Cc2cncnc2)Oc2cc(-c3ccncc3)ccc2S1(=O)=O
→ 5.3 | 9.0
Cc1noc(C)c1NC(=O)Nc1cccc2c1O[C@H](CN(C)Cc1ccc(Oc3ccccc3)cc1)[C@H](C)CN([C@H](C)CO)C2=O
→ 2.1 | nt
Cc1cc(C(=O)Nc2cccc3c2O[C@@H](CN(C)S(=O)(=O)c2ccc(F)cc2)[C@@H](C)CN([C@@H](C)CO)C3=O)n(C)n1
→ 1.7 | nt
CCC(=O)Nc1nonc1-c1nc2ccccc2n1Cc1cc(OC)ccc1C
→ -0.1 | 26.7
COc1ccc(NC(=O)Nc2cccc3c2O[C@H](CN(C)Cc2ccc(Oc4ccccc4)cc2)[C@@H](C)CN([C@@H](C)CO)C3=O)cc1
→ 3.3 | nt
COc1ccc(S(=O)(=O)N(C)C[C@@H]2OCCCC[C@H](C)Oc3ccc(NC(=O)Nc4ccc(F)cc4)cc3C(=O)N([C@H](C)CO)C[C@@H]2C)cc1
→ 0.2 | nt
CCCN1C[C@@H](C)[C@@H](OC)CN(C)C(=O)c2ccc(NC(=O)Nc3c(C)noc3C)cc2OC[C@H]1C
→ -0.2 | 5.4
C[C@@H]1CN([C@@H](C)CO)C(=O)c2cccc(NS(C)(=O)=O)c2O[C@H]1CN(C)C(=O)Nc1ccccc1
→ 2.9 | 2.1
COc1ccc(S(=O)(=O)N(C)C[C@H]2Oc3ccc(NC(=O)Nc4cccc5ccccc45)cc3CC(=O)N([C@@H](C)CO)C[C@H]2C)cc1
→ 1.2 | nt
COCC#Cc1ccc2c(c1)O[C@H](CN(C)CC1CCCC1)[C@@H](C)CN([C@H](C)CO)S2(=O)=O
→ -0.2 | nt
CO[C@H]1CN(C)C(=O)c2ccc(NS(=O)(=O)c3cccc(Cl)c3)cc2OC[C@@H](C)NC[C@H]1C
→ 72.2* | 4.4
C[C@@H]1CN([C@@H](C)CO)C(=O)c2cc(NC(=O)CCC(F)(F)F)ccc2O[C@@H](C)CCCCO[C@H]1CN(C)C(=O)NC1CCCCC1
→ 1.1 | nt
COCCOC(=O)N1C(=O)[C@@]2(c3cc(C#Cc4ccc(OC)cc4)ccc31)[C@H](c1ccccc1OCCO)N1[C@H](c3ccccc3)[C@H](c3ccccc3)OC(=O)[C@H]1[C@@H]2C(=O)N1CCc2cc(OC)c(OC)cc2C1
→ nt | -11.2
Cc1noc(C)c1NC(=O)Nc1ccc2c(c1)C(=O)N([C@H](C)CO)C[C@H](C)[C@H](CN(C)Cc1ccc(C(=O)Nc3ccccc3N)cc1)OCCCC[C@@H](C)O2
→ nt | -30.8
C[C@@H]1CN([C@H](C)CO)C(=O)Cc2cc(NC(=O)CCCN(C)C)ccc2O[C@H]1CN(C)Cc1ccc(Oc2ccccc2)cc1
→ -2.8 | -0.6
CC(C)CC#Cc1cnc2c(c1)C(=O)N([C@@H](C)CO)C[C@H](C)[C@@H](CN(C)Cc1ccccc1)O2
→ -1.8 | 2.2
C[C@H]1CN([C@@H](C)CO)C(=O)c2cc(C3=CCCC3)cnc2O[C@@H]1CN(C)C(=O)NC1CCCC1
→ nt | 0.2
COc1ccc(S(=O)(=O)Nc2cccc3c2O[C@H](CN(C)C(=O)NC(C)C)[C@@H](C)CN([C@@H](C)CO)C3=O)cc1
→ -9.6 | nt
COc1ccc(S(=O)(=O)N(C)C[C@@H]2Oc3cc(C#CC4CC4)ccc3S(=O)(=O)N([C@H](C)CO)C[C@@H]2C)cc1
→ -1.5 | 7.8
Cc1ccc(S(=O)(=O)N(C)C[C@H]2Oc3c(NC(=O)c4cnccn4)cccc3C(=O)N([C@H](C)CO)C[C@H]2C)cc1
→ -2.7 | nt
C[C@H]1CN([C@@H](C)CO)C(=O)c2cccc(NS(=O)(=O)c3ccc(F)cc3)c2O[C@@H]1CN(C)C(=O)Nc1ccccc1
→ 0.9 | nt
COc1cccc(-c2cnc3c(c2)C(=O)N([C@@H](C)CO)C[C@H](C)[C@@H](CN(C)C(=O)CN(C)C)O3)c1
→ -6.8 | -4.5
COc1cccc(C#Cc2ccc3c(c2)O[C@H](CN(C)C)[C@@H](C)CN([C@@H](C)CO)S3(=O)=O)c1
→ 0.2&2.4 | nt
COc1ccc(CN2C(=O)C(O)(CC(=O)c3ccc(C)s3)c3ccccc32)cc1OC (centres undefined)
→ -0.3 | -20.5
Cc1noc(C)c1NC(=O)Nc1ccc2c(c1)CC(=O)N([C@H](C)CO)C[C@@H](C)[C@H](CN(C)S(=O)(=O)c1ccc(F)cc1)O2
→ 0.9 | nt
CN(C)CC(=O)N[C@H]1C=C[C@H](CC(=O)NCc2ccccc2F)O[C@@H]1CO
→ -0.5 | 1.6
Cc1c(N(C)C)c(=O)n(-c2ccccc2)n1C
→ -0.6 | nt
O=C(Nc1ccc2c(c1)OCO2)N[C@H]1CC[C@@H](CCNC(=O)C2CC2)O[C@H]1CO
→ -0.3 | -6.9
CC(Oc1cccc(NC(=O)c2ccc(Br)cc2)c1)C(=O)c1ccccc1 (centres undefined)
→ 0.3 | 20.7
COCC#Cc1cnc2c(c1)C(=O)N([C@@H](C)CO)C[C@@H](C)[C@@H](CN(C)S(=O)(=O)c1cccc(OC)c1)O2
→ -0.2 | nt
C[C@@H]1CN([C@H](C)CO)C(=O)CCCn2nncc2CO[C@H]1CN(C)Cc1ccc(C(F)(F)F)cc1
→ 2.9 | 1.8
CO[C@@H]1CC[C@@H]2CCOc3c(C#N)cccc3C(=O)N(C)CCCC(=O)N(C)C[C@H]1O2
→ 0.0 | -4.0
C[C@@H]1CN([C@@H](C)CO)C(=O)Cc2cc(NC(=O)Nc3ccc(F)cc3)ccc2O[C@H]1CN(C)C(=O)Nc1cccc2ccccc12
→ -0.8 | nt
Cc1cc(C(=O)Nc2cccc3c2O[C@H](CN(C)C(=O)Nc2ccc(F)cc2)[C@H](C)CN([C@@H](C)CO)C3=O)n(C)n1
→ nt | -2.5
CCn1c(SCC(=O)Nc2ccc(C(=O)O)cc2)nnc1-c1ccc(Cl)cc1
→ 0.0 | 19.7
COc1ccc(-c2cnc3c(c2)C(=O)N([C@@H](C)CO)C[C@@H](C)[C@H](CN(C)C(=O)CN(C)C)O3)cc1
→ 4.5 | -9.8
C[C@H]1CN([C@@H](C)CO)C(=O)c2cc(NC(=O)Cn3cnnn3)ccc2O[C@@H]1CN(C)Cc1ccc(C(F)(F)F)cc1
→ -0.3 | -3.5
COc1ccccc1C#Cc1ccc2c(c1)O[C@H](CN(C)Cc1cncnc1)[C@@H](C)CN([C@@H](C)CO)S2(=O)=O
→ -0.1 | nt

Only part of the results is shown; rates above refer to the full screens.
